BAZ2B block = inhibitors of human BAZ2B bromodomain; Potency, µM (series often up to 114 µM), for the others: top-dose activity change, negative = inhibition, usual class: inhibitors; 360,000 tested, 4.4% active; AID 504333; AlphaScreen BAZ2B-H3K14Ac peptide displacement; also: % is scaled to controls: 0 for no effect and ±100 for the full control effect; nearly all actives have a fitted effect of over 60% in size
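BAZ2B 50 nM plus b-H3(5-23)K14Ac 50 nM, PBS pH 7.4/0.01% Tween-20, 30 min RT; compound added (max 110 uM), 30 min RT; streptavidin donor/Ni-chelate acceptor beads 10 ug/mL final, 20 min dark; AlphaScreen read.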
Pin1 inhibitor = inhibitors of human Pin1 | Q13526 | Pin1 FP peptide displacement, HiFluor488, 10 min | Potency, µM (titrated, usually from 115 µM), for inactives: top-dose activity, negative = inhibition, actives largely listed as inhibitors | 390,000 tested, 0.009% active | AID 504891; active = well fitted inhibition curve with a large enough effect in the polarisation, with a control signal flat, not every such curve was filed as active; inconclusive = small, poorly fitted or top-dose-only effect, or effect the other way, or a change in a side signal; inactive = no such curve, though single readings can be large or run the other way; the % refers to the polarisation; also: % is scaled to controls: 0 for no effect and ±100 for the full control effect
Target sequence (Q13526 whole entry, looked up): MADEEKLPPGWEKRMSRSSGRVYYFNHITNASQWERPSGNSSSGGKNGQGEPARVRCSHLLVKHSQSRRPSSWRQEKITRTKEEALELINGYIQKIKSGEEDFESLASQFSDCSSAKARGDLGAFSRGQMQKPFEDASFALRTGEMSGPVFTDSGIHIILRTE
GLS inh = inhibitors of human glutaminase (GLS). 410,000 tested, 0.21% active. Potency, µM (highest dose often 45.5 µM), for the others: top-dose activity change, negative = inhibition, hits mostly inhibitors. O94925. GLS enzymatic activity, qHTS titration; also: % is scaled to controls: 0 for no effect and ±100 for the full control effect
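Enzyme dispensed in phosphate buffer (45 mM, pH 8.2, 0.02% Tween-20), compounds pinned in, then 1 mM L-glutamine solution and the glutamate oxidase–HRP–Amplex Red mix added; fluorescence read immediately and again after 30 min at room temperature.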
Tb PGK inh = blocks T. brucei phosphoglycerate kinase; P07378; PGK/GAPDH coupled, Kinase-Glo luminescence, 60 min; Potency, µM (titrated, usually from 57.5 µM), for the others: at the top dose activity change, negative = inhibition, hits mostly inhibitors; 380,000 tested, 0.043% active; AID 602233; also: % is scaled to controls: 0 for no effect and ±100 for the full control effect; nearly all actives have a fitted effect of over 60% in size
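Luminescent ATP detection (Kinase-Glo Plus) follows a 60-minute room-temperature incubation, with wells lacking PGK as controls. Buffer: 100 mM TEA (pH 7.6), 5 mM MgCl2, 0.01% Tween-20. Coupling enzyme GAPDH (100 nM final) supplies unstable 1,3-BPG in-well.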
HP1b binding inh = HP1-beta chromodomain-methylated histone interaction inhibition. AlphaScreen HP1-beta / biotin-H3K9me3 peptide binding. Potency, µM (doses to about 114 µM), inactives show top-dose activity change, negative = inhibition, actives largely listed as inhibitors. 390,000 tested, 0.56% active; also: nearly all actives have a fitted effect of over 70% in size; inactives centre near 23
Target sequence (P83916 whole entry, looked up): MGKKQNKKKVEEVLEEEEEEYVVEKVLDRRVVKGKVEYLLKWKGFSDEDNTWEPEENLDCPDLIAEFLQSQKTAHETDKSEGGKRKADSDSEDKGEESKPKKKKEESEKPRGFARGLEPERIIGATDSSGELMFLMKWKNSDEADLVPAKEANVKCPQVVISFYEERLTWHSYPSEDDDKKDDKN
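Compound inhibition of the preformed complex between 50 nM HP1-beta and 50 nM biotinylated H3K9me3 peptide was read by AlphaScreen. Buffer was PBS pH 7.4 with 0.01% Tween-20. Incubations ran 30 min at room temperature, with 10 ug/mL donor/acceptor beads.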
Pol iota inh = blocks human DNA polymerase iota activity; Pol iota fluorescent replication assay, 10 min; Potency, µM (top dose mostly 115 µM), without a hit: at the top dose activity, negative = inhibition, usual class: inhibitors; 390,000 tested, 1% active; AID 588590
Target sequence (Q9UNA4 whole entry, looked up): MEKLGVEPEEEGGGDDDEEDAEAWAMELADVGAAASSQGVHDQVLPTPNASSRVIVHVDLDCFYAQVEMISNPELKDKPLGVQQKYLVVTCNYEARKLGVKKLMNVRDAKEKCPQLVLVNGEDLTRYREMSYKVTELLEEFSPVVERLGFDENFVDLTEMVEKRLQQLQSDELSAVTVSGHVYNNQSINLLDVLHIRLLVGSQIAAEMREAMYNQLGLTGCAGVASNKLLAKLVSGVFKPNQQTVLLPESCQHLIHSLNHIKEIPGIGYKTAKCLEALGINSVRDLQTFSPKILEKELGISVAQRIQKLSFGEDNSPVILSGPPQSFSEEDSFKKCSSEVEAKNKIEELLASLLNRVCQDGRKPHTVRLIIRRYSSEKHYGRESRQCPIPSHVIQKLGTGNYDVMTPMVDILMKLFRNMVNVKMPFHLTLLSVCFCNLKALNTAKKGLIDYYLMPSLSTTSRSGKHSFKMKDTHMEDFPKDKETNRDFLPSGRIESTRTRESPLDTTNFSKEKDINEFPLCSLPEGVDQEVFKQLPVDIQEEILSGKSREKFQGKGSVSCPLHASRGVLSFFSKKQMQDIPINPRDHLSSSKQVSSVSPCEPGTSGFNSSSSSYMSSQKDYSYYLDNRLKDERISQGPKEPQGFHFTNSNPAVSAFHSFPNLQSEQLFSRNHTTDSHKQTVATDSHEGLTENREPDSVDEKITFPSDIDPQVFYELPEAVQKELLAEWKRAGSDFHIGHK
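Pol iota at 10 nM preincubated 15 min with compounds at room temperature; reaction started with fluorescent substrate, 50 nM final. Fluorescence read kinetically at 0 and 10 min; buffer-only wells as negative control.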
G9a inh = inhibitors of human histone lysine methyltransferase G9a; Q96KQ7; G9a H3K9 monomethylation, AlphaScreen, 2 h; Potency, µM (titrated, usually from 102 µM), for the others: at the highest dose activity, negative = inhibition, actives largely listed as inhibitors; 350,000 tested, 8.8% active; also: % is scaled to controls: 0 for no effect and ±100 for the full control effect; nearly all actives have a fitted effect of over 75% in size
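G9a (20 nM) was preincubated 15 min with compound, then reacted 2 h at room temperature with 500 nM biotin-H3K9 peptide and 20 µM SAM. Monomethyl-H3K9 detected by AlphaScreen using anti-H3K9me1 antibody.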
BLM helicase inh = inhibitors of human Bloom syndrome helicase BLM. AID 2528. 350,000 tested, 0.2% active. Potency, µM (top dose mostly 56.1 µM), for inactives: at the top dose activity change, negative = inhibition, most hits filed as inhibitors. recombinant BLM DNA unwinding, fluorescence dequenching;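 also: plate controls were vehicle for no effect and no enzyme for full effect; nearly all actives have a fitted effect of over 35% in size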
JMJD2A Tudor inh = blocks the human JMJD2A Tudor domain; AlphaScreen JMJD2A-Tudor / H3K4me3 peptide binding; Potency, µM (doses to about 114 µM), for inactives: at the highest dose activity change, negative = inhibition, usual class: inhibitors; 390,000 tested, 4.4% active; AID 504339; also: % is scaled to controls: 0 for no effect and ±100 for the full control effect; nearly all actives have a fitted effect of over 50% in size
An asterisk follows results filed as active; i = inactive; ? = inconclusive; . = no result given; & = joins results of further samples; [ ] = remark or other dose. Unless noted, calls follow the shape of the dose curve; as a rule, active = well fitted curve in the direction sought with a large enough effect; inconclusive = small, poorly fitted or top-dose-only effect, or another doubt; inactive = no such curve, though single readings can be large; an effect the other way counts as inactive or inconclusive. Potency is read from the fitted curve at half-maximal effect. These rows are one share of the data, so the mix of outcomes need not match the whole.

entry | canonical_smiles | BAZ2B block | Pin1 inhibitor | GLS inh | Tb PGK inh | HP1b binding inh
1 | CCCN(CC1CC1)C(=S)Nc1ccc(C(C)=O)cc1 | -18% | 3% | 49%[activator] | -13% | 23%
2 | CCOC(=O)N1CCC(N(C(=O)Nc2ccc(CC)cc2)C(C)CC)CC1 (centres undefined) | -5% | 5% | 7% | 5% | 30%
3 | CC(=O)OCC(=O)Nc1ccccc1OC(F)F | -2% | -10% | 2% | i | 32%
4 | COc1ccc(N(CC(=O)NC2CCCCCC2)S(=O)(=O)c2c(C)nn(C)c2C)cc1 | -4% | 5% | 9% | 1% | 16%
5 | O=C1c2[nH]nc(-c3ccccc3O)c2C(c2ccc(Cl)cc2)N1Cc1ccco1 (centres undefined) | ? | 0% | 15% | -1% | -33%
6 | COc1cccc(/C=N/n2c(N)c(S(=O)(=O)c3cccs3)c3nc4ccccc4nc32)c1 | -4% | ? | . | -4% | 38%[activator]
7 | O=C(C1CCCO1)N1CCN(C(=S)Nc2ccc(Cl)cc2)CC1 (centres undefined) | -4% | 4% | 12% | -2% | 19%
8 | O=C(C1COc2ccccc2O1)N(Cc1cccnc1)c1nc2ccc(F)cc2s1 (centres undefined) | -3% | 8% | 3% | -2% | 34%
9 | C/C(=N\NC(=S)Nc1ccc(C)c(C)c1)c1ccc(N2CCOCC2)cc1 | ? | 63%[activator] | 29% | -1% | -22%
10 | CC(=O)C1C(=O)C=C(c2ccco2)CC1c1ccccc1 (centres undefined) | ? | 16% | 59%[activator] | -7% | 23%
11 | COc1ccc(C(=O)OCC(=O)NC23CC4CC(CC(C4)C2)C3)c(OC)c1OC | -6% | -3% | -2% | -6% | 20%
12 | COC(=O)c1c(NC(=O)C2CC(=O)NN2Cc2ccccc2)sc(C)c1C (centres undefined) | -29% | 0% | -3% | 0% | -7%

entry | Pol iota inh | G9a inh | BLM helicase inh | JMJD2A Tudor inh
1 | 23% | -38% | -2% | -21%
2 | 1% | 23%[0.501 µM] | -2% | -17%
3 | 55%[activator] | 6% | 1% | -16%
4 | -2% | -34% | 0% | -17%
5 | 5% | 2%[59 µM] | -16% | ?
6 | 10% | 9%[0.0925 µM] | 1% | 11%
7 | 5% | 13%[59 µM] | 0% | -17%
8 | 24% | 5%[59 µM] | 0% | -24%
9 | 67%[activator] | ? | -17% | ?
10 | ? | -15%[59 µM] | -5% | -15%
11 | 5% | 10%[59 µM] | . | -1%
12 | 13% | 17% | -4% | -36%

As a short view, some entries already given.
entry | canonical_smiles | BAZ2B block | Pin1 inhibitor | GLS inh | Tb PGK inh | HP1b binding inh
10 | CC(=O)C1C(=O)C=C(c2ccco2)CC1c1ccccc1 (centres undefined) | ? | 16% | 59%[activator] | -7% | 23%
11 | COc1ccc(C(=O)OCC(=O)NC23CC4CC(CC(C4)C2)C3)c(OC)c1OC | -6% | -3% | -2% | -6% | 20%
12 | COC(=O)c1c(NC(=O)C2CC(=O)NN2Cc2ccccc2)sc(C)c1C (centres undefined) | -29% | 0% | -3% | 0% | -7%

entry | Pol iota inh | G9a inh | BLM helicase inh | JMJD2A Tudor inh
10 | ? | -15%[59 µM] | -5% | -15%
11 | 5% | 10%[59 µM] | . | -1%
12 | 13% | 17% | -4% | -36%

Continued:
entry | canonical_smiles | BAZ2B block | Pin1 inhibitor | GLS inh | Tb PGK inh | HP1b binding inh
13 | O=C(NNc1nc2cc3c(cc2s1)OCO3)c1ccc(F)cc1 | 16% | 3% | 4% | 1% | 3%
14 | Cc1ccc(C(C[N+](=O)[O-])c2c(C)[nH]n(-c3ccccc3)c2=O)cc1 (centres undefined) | ? | 3% | 11% | -7% | 12%
15 | COc1ccc(C2=NS(=O)(=O)N(C)C(C(=O)N(C)Cc3ccccc3)=C2)cc1 | -22% | 3% | 0% | 0% | 13%
16 | O=C(CN1CCCCCC1)Nc1ccccc1 | 50µM* | ? | 0% | 12% | ?
17 | O=C(NCc1nc2ccccc2[nH]1)C1=C[C@H](C2CCCCC2)C[C@H](OCCCCO)O1 | . | -7% | -5% | -9% | 54%[activator]
18 | CC1(C)CC(NC(=O)C(=O)NCCc2ccc(Cl)cc2)CC(C)(C)N1 | 3% | 1% | -5% | -7% | 11%
19 | COc1ccc(CCN2CC(C(=O)NC3CCCCC3)CC2=O)cc1OC (centres undefined) | 50µM* | 2% | -2% | -3% | 41%[activator]
20 | CCN(CC(=O)Nc1ccccc1OC)C(=O)/C=C/c1cccs1 | 7% | 0% | -2% | -8% | 2%
21 | Cc1ccc([N+](=O)[O-])cc1NC(=O)C(C)Sc1nnc(C)n1CC1CCCO1 (centres undefined) | 1% | -5% | 0% | -6% | 22%
22 | Cc1ccccc1NC(=S)N/N=C/C(C)c1ccccc1 (centres undefined) | -26% | 1% | -15% | -4% | 40%
23 | Cc1cc(C(=O)COC(=O)c2ccc[nH]c2=O)c(C)n1-c1ccccc1 | ? | -1% | -3% | -4% | 6%
24 | COc1ccc(N(C(=O)CNC(=O)c2cccs2)C(C(=O)NCC2CCCO2)c2ccccc2)cc1 (centres undefined) | -27% | -5% | 4% | 1% | 31%

entry | Pol iota inh | G9a inh | BLM helicase inh | JMJD2A Tudor inh
13 | 16% | 8.9µM* | -5% | -20%
14 | 1.1µM* | ? | -1% | -24%
15 | 6% | 6%[12.7 µM] | -7% | -20%
16 | 23% | 4µM* | 0% | 8.9µM*
17 | 3% | . | . | -8%
18 | -13% | -29% | 2% | -2%
19 | -6% | 11%[59 µM] | -20% | 2%
20 | 45%[activator] | -28% | . | -24%
21 | 27% | 18% | -1% | 1%
22 | -24% | 22µM* | -2% | ?
23 | 16% | 9%[59 µM] | -4% | -22%
24 | 13% | -22% | 3% | 0%

Shown as a hit in Pol iota inh (from the list above):
entry | canonical_smiles | BAZ2B block | Pin1 inhibitor | GLS inh | Tb PGK inh | HP1b binding inh
14 | Cc1ccc(C(C[N+](=O)[O-])c2c(C)[nH]n(-c3ccccc3)c2=O)cc1 (centres undefined) | ? | 3% | 11% | -7% | 12%

entry | Pol iota inh | G9a inh | BLM helicase inh | JMJD2A Tudor inh
14 | 1.1µM* | ? | -1% | -24%

Additional structures follow.
entry | canonical_smiles | BAZ2B block | Pin1 inhibitor | GLS inh | Tb PGK inh | HP1b binding inh
25 | COc1ccc(-c2cc(C(F)(F)F)n3ncc(C(=O)NCC4CCCO4)c3n2)cc1 (centres undefined) | 0% | 1% | 7% | 0% | -12%
26 | COc1ccc(-c2noc(CSc3nnc(Cc4ccccc4)n3-c3cccc(C)c3)n2)cc1 | -21% | 49%[activator] | -5% | 5% | 24%
27 | O=C(COc1ccccc1)Nc1ccc(S(=O)(=O)N2CCCC2)cc1 | 0% | 3% | 1% | -4% | 32%
28 | CC1CCCCC12NC(=O)N(CC(=O)OCC(=O)N(C)C1CCCCC1)C2=O (centres undefined) | -9% | ? | 16% | 3% | 30%
29 | Oc1ccc(C=NNC(=S)Nc2cccnc2)nc1 | . | -3% | 39%[activator] | ? | 19%
30 | C#CCSc1nnc(-c2cc3c(C(F)(F)F)nn(C)c3s2)n1C | 0% | 7% | 13% | 17% | 13%
31 | O=C(Nc1ccccc1C(=O)OCc1cc(=O)n2ccsc2n1)c1cccc(F)c1 | -7% | -1% | -9% | -5% | 36%
32 | O=C(COc1ccc(C(=O)c2ccccc2)cc1)Nc1ncccc1O | . | 1% | 22% | 8% | 45%[activator]
33 | Cc1cccc(-c2nnc3n2N=C(c2ccc(Br)cc2)CS3)c1 | -1% | ? | . | 0% | 15%
34 | O=C(NCC1CCCO1)c1ccccc1NC(=O)c1cccc2ccccc12 (centres undefined) | 3% | -2% | 1% | -1% | 13%
35 | CC1(C)OC(=O)C2(Cc3ccccc3N3CCCCC32)C(=O)O1 (centres undefined) | -4% | ? | 37%[activator] | -1% | 27%
36 | Cc1cc(C)nc(N2CCN(S(=O)(=O)c3ccc(F)cc3)CC2)n1 | 0% | 1% | 5% | -7% | 36%

entry | Pol iota inh | G9a inh | BLM helicase inh | JMJD2A Tudor inh
25 | 4% | -8%[59 µM] | 1% | 8%[11.4 µM]
26 | -11% | -28%[59 µM] | -1% | -20%
27 | 8% | 50µM* | -4% | -1%
28 | -1% | 6%[2.33 µM] | . | -14%
29 | 25% | . | . | 10µM*
30 | -1% | -46% | -2% | -8%
31 | 17% | 2%[59 µM] | 1% | -19%
32 | 30% | . | . | -22%
33 | 24% | ? | -1% | 4%
34 | 16% | . | -2% | 4%
35 | 2%&3% | -36% | 1% | -11%
36 | 28% | . | -2% | 8%

Next section:
entry | canonical_smiles | BAZ2B block | Pin1 inhibitor | GLS inh | Tb PGK inh | HP1b binding inh
37 | N#CC(C(=O)CCN1C(=O)C2CC=CCC2C1=O)c1nc2ccccc2[nH]1 (centres undefined) | -5% | ? | 23% | i | 44%
38 | O=C(CCN1CCOCC1)N1CCCC(Nc2ccc(F)cc2)C1 (centres undefined) | -4%[57.1 µM] | 0% | 4% | -14% | 34%
39 | Cc1ccc(CNC(=O)C(=O)NCC2OCCN2C(=O)c2cccs2)cc1 (centres undefined) | 2% | -9% | 3% | i | 20%
40 | Fc1ccccc1Nc1nc(Cl)nc(Cl)n1 | 0% | -5% | ? | 0% | -12%
41 | CCCOc1cccc(CN2CCCCC2c2cccnc2)c1 (centres undefined) | ? | 3% | 1% | 1% | 36%
42 | O=C(CCc1nc(-c2ccc(F)cc2)no1)NCc1ccccc1CN1CCOCC1 | . | -4% | 5% | 6% | 12%[57 µM]
43 | COc1ccc(C(=O)C=Cc2cccs2)c(O)c1 | . | 1% | -14% | -5% | ?

entry | Pol iota inh | G9a inh | BLM helicase inh | JMJD2A Tudor inh
37 | ? | 18%[59 µM] | -5% | -30%
38 | 54%[activator] | 21% | 0% | -10%
39 | 1% | -6% | 2% | -13%
40 | 145%[activator] | 6%[59 µM] | -4% | ?
41 | 11% | 45µM* | -2% | ?
42 | 56%[activator] | . | . | -10%
43 | 17% | . | . | 45µM*

High-throughput results from PubChem.
